L3MBTL1 inh: L3MBTL1 (human) inhibition. Q9Y468. AlphaScreen L3MBTL1–H3K9me1 peptide binding. Potency, µM (titrated, usually from 57.1 µM), without a hit: at the top dose activity, negative = inhibition, hits mostly inhibitors. 0.66% of 230,000 active. AID 485360; further: on the % scale 0 is the no-effect control and ±100 the full control effect; nearly all actives have a fitted effect of over 60% in size
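L3MBTL1 (50 nM) pre-complexed 30 min with biotinylated H3(1-15)K9me1 peptide (75 nM), then compounds added for 30 min at room temperature; AlphaScreen streptavidin donor/nickel chelate acceptor beads (10 ug/mL final) read after 30 min dark incubation.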
TexasRed fluor: Texas Red fluorescence interference in TRb-SRC2 counter-screen. Potency, µM (highest dose often 106 µM), for the others: at the top dose fluorescence change, negative = quenching. 0.29% of 280,000 active. AID 1479. TRb/SRC2 Texas Red total fluorescence interference; active means well fitted curve in either direction with a large enough effect; inconclusive means small, poorly fitted or top-dose-only effect; further: on the % scale 0 is the no-effect control and ±100 the full control effect
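Flags fluorescent or light-absorbing compounds by total fluorescence, S + 2P, at 555 nm excitation and 632 nm emission. Mixture: 20 nM Texas Red SRC2 peptide, 0.6 uM human TRb LBD, 1 uM T3, 5% DMSO; compound exposure 5 h at ambient temperature.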
TRb-SRC2 inh: disrupts binding of human TR beta to SRC2. P10828. TRbeta-SRC2 peptide binding, fluorescence polarization; receptor liganded with 1 µM T3. Potency, µM (series often up to 106 µM), without a hit: at the highest dose activity change, negative = inhibition, usual class: inhibitors. 0.065% of 280,000 active;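 further: plate controls were bound peptide for no effect and peptide without receptor for full effect; nearly all actives have a fitted effect of over 50% in size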
Target sequence (P10828 whole entry, looked up): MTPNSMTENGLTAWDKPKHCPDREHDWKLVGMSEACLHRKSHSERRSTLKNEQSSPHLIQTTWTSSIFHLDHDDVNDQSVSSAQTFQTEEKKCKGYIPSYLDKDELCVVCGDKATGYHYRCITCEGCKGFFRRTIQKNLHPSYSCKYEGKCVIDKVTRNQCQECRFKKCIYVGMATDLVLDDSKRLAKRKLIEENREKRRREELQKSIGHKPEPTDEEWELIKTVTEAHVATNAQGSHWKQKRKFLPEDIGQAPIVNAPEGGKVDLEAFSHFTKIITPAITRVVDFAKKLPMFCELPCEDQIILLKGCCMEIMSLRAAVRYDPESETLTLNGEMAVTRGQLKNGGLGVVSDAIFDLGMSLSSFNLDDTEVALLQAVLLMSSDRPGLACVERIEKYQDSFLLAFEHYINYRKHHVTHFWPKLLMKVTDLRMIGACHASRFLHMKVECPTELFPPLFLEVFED
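Fluorescence polarization of 20 nM Texas Red SRC2 peptide with 0.6 uM human TRb ligand-binding domain, in Tris buffer with 1uM T3 and 5% DMSO. Incubated 5 hr ambient; normalized to unbound and bound controls.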
Tau ThT inhib: blocks human tau fibril formation measured by thioflavin T; P10636; recombinant tau K18 P301L, heparin-induced fibrillization, ThT fluorescence; Potency, µM (highest dose often 57.4 µM), without a hit: at the top dose activity, negative = inhibition, usual class: inhibitors; AID 1460; 2.1% of 270,000 active; further: on the % scale 0 is the no-effect control and ±100 the full control effect; nearly all actives have a fitted effect of over 55% in size
Target sequence (P10636 561-689 P618L limits assumed): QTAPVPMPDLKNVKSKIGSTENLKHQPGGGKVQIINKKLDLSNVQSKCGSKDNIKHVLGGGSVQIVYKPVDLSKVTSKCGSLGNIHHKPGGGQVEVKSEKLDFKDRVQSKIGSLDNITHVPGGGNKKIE
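K18 P301L tau (15 uM + 0.24 uM Alexa 594-tagged), heparin 20 uM, NaOAc pH 7, 6 h 37 C; ThT 30 uM, 1 h RT, ex 450/em 510 nm.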
Tau FP inhib: blocks human tau fibril formation measured by polarization; P10636; Potency, µM (titrated, usually from 57.7 µM), for the others: at the top dose activity, negative = inhibition, usual class: inhibitors; K18 P301L tau heparin fibrillization, Alexa594 FP, 6 h; 0.39% of 280,000 active; further: on the % scale 0 is the no-effect control and ±100 the full control effect; nearly all actives have a fitted effect of over 55% in size
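Recombinant K18 P301L […], labeled with Alexa 594 at 0.24 uM over 15 uM unlabeled; heparin inducer 20 uM final; 37 C, 6 hr; FP endpoint.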
RECQ1 inh: blocks DNA unwinding by human RECQ1; 0.54% of 240,000 active; AID 2549; Potency, µM (doses to about 57.3 µM), without a hit: top-dose activity, negative = inhibition, usual class: inhibitors; RECQ1 DNA unwinding, red fluorescence kinetic read; P46063;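 further: plate controls were vehicle for no effect and no enzyme for full effect; nearly all actives have a fitted effect of over 30% in size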
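50 nM RECQ1T1 preincubated 15 min with compound in Tris pH 8.0 buffer with MgCl2, DTT, Tween-20 and 2.5 ug/ml poly(dI-dC); started with 200 nM TAMRA/BHQ-2 forked duplex and 2 mM ATP. Unwinding read as fluorescence (525/598 nm), two reads 2 h apart.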
HTT cytoprotect: protects HTT-Q103 PC12 cells, measured by ATP; 0.14% of 230,000 active; Potency, µM (highest dose often 56.4 µM), for inactives: cytoprotection (ATP increase), most hits filed as activators; PC12 HTT-Q103 induced, cytoprotection, ATP luminescence, 40 h; AID 1471;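 further: % of control where 0% means no effect; nearly all actives have a fitted effect of over 45% in size; toxic huntingtin expression switched on by the ecdysone agonist tebufenozide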
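Readout: ATPlite luminescence (ATP level). Model: stable PC12, inducible Htt exon1 Q103-GFP. Inducer: tebufenozide, 100 nM final. Compounds: dose series. No G418 in medium.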
Tau fluor cs: counter-screen for tau fibril formation inhibitors; tau K18 P301L (four-repeat tau fragment) Alexa594 fluorescence, heparin fibrillization; AID 1463; 0.93% of 280,000 active; Potency, µM (titrated, usually from 57.7 µM), for inactives: at the highest dose activity change, negative = decrease; further: on the % scale 0 is the no-effect control and ±100 the full control effect; nearly all actives have a fitted effect of over 55% in size
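Human K18 P301L tau (15 uM unlabeled plus 0.24 uM Alexa 594-labeled, final) in 100 mM sodium acetate pH 7 was mixed with compound and 20 uM heparin and incubated 6 hr at 37 C.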
* = called active by the depositor; i = inactive; u = inconclusive; x = no result given; [ ] = remark or other dose. Unless noted, the call rests on the fitted dose curve; in most records, active means well fitted curve in the direction sought with a large enough effect; inconclusive means small, poorly fitted or top-dose-only effect, or another doubt; inactive means no such curve, though single readings can be large; an effect the other way counts as inactive or inconclusive. Potency means the concentration at half of the fitted maximal effect.

SMILES,Tau fluor cs,TexasRed fluor,Tau ThT inhib,HTT cytoprotect,Tau FP inhib,L3MBTL1 inh,RECQ1 inh,TRb-SRC2 inh
Cc1ccc2sc(N(CCCN(C)C)C(=O)c3nc4ccccc4s3)nc2c1C,-8%,-3%,-6%,-9%,-2%,-20%,-12%,6%
Cc1ccc2oc(=O)c3cnn(CC(=O)N(Cc4ccco4)C4CCCCC4)c3c2c1,-5%,0%,-15%,-14%,3%,x,-9%,-5%
COc1ccc2oc(=O)c(NC(=O)C3CCCCC3)cc2c1,-3%,1%,2%,-17%,-4%,1%,u,7%
O=C(Nc1ccc(Br)cc1)c1ccc(F)c(S(=O)(=O)N2CCc3ccccc32)c1,u,-2%,11%,x,u,x,x,1%
Cc1ccc2oc(=O)c3cnn(CC(=O)N4CCN(c5cc(Cl)ccc5C)CC4)c3c2c1,-12%,0%,u,x,-2%,x,x,0%
CCOc1ccc(N2C(=O)CC(NCCNc3ccc(C(=O)c4cccs4)cc3)C2=O)cc1 (stereo unspecified),u,-2%,u,-34%,6%,-6%,i,13%
COc1ccc(/C=C(\C#N)c2nc3ccccc3n2C)c(OC)c1,u,-26%,14µM*,x,7%,x,x,-2%
CCN(CC)c1ccc(NC(=S)NC(=O)Cc2ccccc2)cc1,u,-1%[53 µM],-5%,17%[10 µM],13%,u,-29%,-6%[53 µM]
Cc1ccc2nc(C)c(C(=O)N/N=C/c3cccs3)n2c1,-2%,-2%,-10%,-1%[10 µM],-7%,-10%,-3%,1%
CCCOc1ccc(C2c3c(oc4ccccc4c3=O)C(=O)N2CCN(CC)CC)cc1OC (stereo unspecified),-2%,2%,-4%,-17%,-2%,-5%,-3%,4%
O=C(CCC(=O)NNC(=O)c1ccc([N+](=O)[O-])cc1)NCc1ccccc1,8%,0%,5%,-26%,-1%,2%,i,7%
O=C(Nc1ccccc1)Nc1nc(-c2ccc(Cl)cc2)cs1,-11%,-1%,-3%,u,6%,-10%,-9%,5%
COC(=O)c1cc(OC)c(OC)cc1NC(=O)c1c(-c2ccccc2Cl)noc1C,-20%,1%,-19%,-36%,6%,-4%,-17%,-3%
O=C(Oc1ccccc1C(=O)Nc1ccccc1)c1ccccc1Br,-13%,-1%,u,6%[0.074 µM],1%,8%,-2%,1%
CCOc1ccc(C(=O)N/N=C/c2cccc3cccnc23)cc1,0%,-1%,-1%,-64%[inhibitor],-4%,u,-4%,-11%
N=C1C(=O)OCC1c1cc(Cl)ccc1NC(=O)Nc1ccccc1 (stereo unspecified),-15%,1%,-13%,-9%[10 µM],-3%,9%,-10%,-6%
CC1CN(C(=O)c2c(Br)cnn2C)CC(C)O1 (stereo unspecified),5%,-1%,5%,-13%[0.074 µM],-4%,5%,1%,4%
O=C(NC1CCN(C(=O)Nc2ccccc2Cl)CC1)c1ccccc1,-5%,-2%,-1%,u,-2%,21%,-15%,1%
Cc1nc(NC(=O)c2cc(-n3cnnc3)ccc2Cl)ccc1Br,-6%,1%,-3%,-8%[10 µM],1%,u,7%,-11%
O=C(O)c1cc(Cl)c2c(c1)OCO2,-7%,-2%,0%,25%[10 µM],-7%,x,-19%,1%
CC1=C/C(=C\c2ccc3c(c2)OCO3)C(=O)S1,-15%,-1%,6.3µM*,-1%,-13%,-11%,-10%,-8%
CC(C)c1ccc(C(=O)CC2(O)C(=O)N(CCc3ccccc3)c3ccc(Cl)cc32)cc1 (stereo unspecified),-5%,-1%,-3%,x,-9%,x,x,-2%
CCOC(=O)C(=NC(C)C)NNc1cc(Cl)ccc1Cl,u,1%,u,6%[10 µM],4%,-3%,-1%,9%
Cc1ccc(N(CC(=O)N2CCN(C3CCCCC3)CC2)S(=O)(=O)c2cccnc2)cc1,-5%,-2%,-5%,15%[0.074 µM],2%,34%[activator],-6%,-23%
Cc1cc(C(=O)COc2ccc(F)cc2Br)c(C)n1C,-4%,-1%,u,-32%[inhibitor],2%,-10%,-11%,2%
COc1ccc2[nH]c(=O)c(CNc3ccccc3C)cc2c1,-18%,-1%,u,-10%[10 µM],-13%,1%,-1%,2%
Cc1ccc(CNCCC2=CCCCC2)cc1,-8%,-4%,-2%,5%,0%,x,i,1%
Oc1ccc2ccccc2c1C1Nc2cccc3cccc(c23)N1,14µM*[quencher],-16%,28µM*,17%,-2%,x,i,-1%
O=C(CCn1c(SCC(=O)c2ccccc2)nc2ccccc2c1=O)NCc1ccc(F)cc1,-3%,-2%,1%,-11%,-4%,0%,-3%,-2%
COc1cc(C(C)=O)ccc1Oc1ncnc2c1cnn2-c1ccc(F)cc1,-8%,-1%,-7%,-5%[10 µM],-10%,6%,-8%,-4%
COC(=O)CNC(=O)CNC(=O)Nc1ccccc1,6%,-3%,0%,12%[0.074 µM],5%,4%,-16%,-1%
Cc1ccc(S(=O)(=O)N2CCOCC2)cc1C(=O)NCc1cccs1,1%,-1%,4%,-44%[inhibitor],-6%,-8%,i,-4%
CS(=O)(=O)N(C(=O)NC(=O)NC12CC3CC(CC(C3)C1)C2)C1CCCCC1,-8%,-3%,-5%,1%,-5%,x,-6%,-2%
Cc1ccc2c(c1)N(CCC(=O)NCc1ccccn1)C(=O)CO2,-4%,-1%,-17%,-12%[10 µM],-6%,-10%,0%,-11%
C=CCn1c(SCn2nnc3ccccc3c2=O)nnc1C1CCCCC1,1%,-2%,-5%,-6%,-2%,3%,-1%,7%
COc1cccc(N2CCN(C(=O)c3ccc(CSc4nc5ccncc5[nH]4)cc3)CC2)c1,-7%,0%,1%,x,-2%,-5%,-17%,3%
Cc1cccc(CCNC(=O)C2CCC(=O)N2Cc2ccc(F)cc2)c1 (stereo unspecified),-6%,-5%,-8%,0%,-9%,x,-2%,-4%
O=C(NNS(=O)(=O)c1ccccc1)c1ccc(O)cc1,4%,-3%,7%,7%[10 µM],4%,-2%,7%,9%
Cc1ccc(-n2c(SCCN)nnc2-c2cccc(C)c2)cc1,2%,0%,-6%,7%[10 µM],1%,x,3%,0%
CN(C)c1ccc(/C=C(/C(=O)c2ccc(Cl)cc2Cl)n2cncn2)cc1,-22%,31623µM*[quencher],u,-4%[1.9 µM],-1%,-12%,-13%,-9%
CCCCC12CN3CC(C)(CN(C1)C31C(=O)N(C)c3ccc(C)cc31)C2=O (stereo unspecified),1%,-3%,-4%,-4%[10 µM],4%,-3%,-2%,-7%
CN(C(=O)c1cnc(N2CCN(c3ncccn3)CC2)c2ccccc12)c1ccc(Cl)cc1,-6%,-1%,-13%,-32%,6%,4%,7%,9%
Cn1nnnc1CCOCCc1nnnn1C,10%,4%,4%,3%,7%,-2%,i,-5%
CCO/N=C(\C)c1c(O)c2ccccc2n(C)c1=O,7%,-2%[53 µM],-1%,8%[10 µM],-1%,14%,i,6%[53 µM]
COc1ccc(C)cc1-n1nnnc1SCc1csc(C)n1,-5%,2%,-2%,14%[4.97 µM],0%,-4%,i,-21%
CC(=O)c1cc(-c2ccc(F)cc2)n(CC(=O)NC2CCCCCC2)c1C,-14%,1%,-11%,x,-8%,x,x,1%
Cc1cc(NC(=O)CCC(=O)N(CCc2ccccc2)C(C(=O)NC2CCCC2)c2ccco2)no1 (stereo unspecified),2%,-7%,-2%,-8%[10 µM],-4%,2%[11.4 µM],0%,-5%
CCN(CC)C(=O)c1[nH]cnc1C(=O)N[C@@H](C)C(=O)OC(C)(C)C,-2%,0%,-4%,5%[10 µM],1%,9%,-7%,3%
CCN(CC)C(=S)NCCc1ccccc1,8%,-2%,4%,8%[10 µM],12%,-2%,-6%,-2%
Cc1ccc(CNC(=O)C2c3ccccc3C(=O)N(C)C2c2c[nH]c3ccccc23)o1 (stereo unspecified),-2%,-1%,-3%,-1%[0.074 µM],-2%,x,-2%,9%
C1CCCNCC1,x,-2%,x,-24%,x,x,-1%,8%
COc1ccc(S(=O)(=O)NCC(=O)O)cc1C(=O)NC1CCCCC1,11%,0%[53 µM],8%,20%[10 µM],-5%,35%[activator],-2%,0%[53 µM]
CCOC(=O)c1cnc2ccc(OC)cc2c1Nc1cccc(C(C)=O)c1,-9%,-16%,-15%,x,7%,x,x,3%
COc1ccc(-c2nn3c(-c4ccccc4)nnc3s2)cc1,2%,0%,u,-70%[inhibitor],0%,-5%,-2%,6%
COc1ccc2c(CC(=O)Nc3ccccc3OC)coc2c1,-8%,-1%,-6%,-36%[inhibitor],-5%,x,i,-10%
COc1cccc(NC(=O)c2sc3nc4n(c(=O)c3c2C)CCC4)c1,-3%,-9%,u,x,5%,x,x,-5%
CCCNC(=O)CCc1cc(C(C)(C)C)c(O)c(C(C)(C)C)c1,0%,-4%,0%,14%[1.9 µM],10%,-5%,-4%,3%
Cc1ccc(C(=O)Nc2nc(-c3ccccc3)c(-c3ccccc3)o2)cc1,-17%,-2%,-13%,-2%[10 µM],-2%,-14%,-7%,4%
Cc1cccc(-c2noc(CCC(=O)NCc3ccccc3)n2)c1,-16%,-4%,-15%,-19%[0.074 µM],-2%,10%,-5%,-14%

Arranged by SMILES length (rising): part of the list above.
SMILES,Tau fluor cs,TexasRed fluor,Tau ThT inhib,HTT cytoprotect,Tau FP inhib,L3MBTL1 inh,RECQ1 inh,TRb-SRC2 inh
COc1ccc2c(CC(=O)Nc3ccccc3OC)coc2c1,-8%,-1%,-6%,-36%[inhibitor],-5%,x,i,-10%
Cc1cccc(-c2noc(CCC(=O)NCc3ccccc3)n2)c1,-16%,-4%,-15%,-19%[0.074 µM],-2%,10%,-5%,-14%
COc1ccc(S(=O)(=O)NCC(=O)O)cc1C(=O)NC1CCCCC1,11%,0%[53 µM],8%,20%[10 µM],-5%,35%[activator],-2%,0%[53 µM]

High-throughput results from PubChem.

Some of the compounds tested; rates above refer to the full screens.
